# LAP4-GFP MLPCN: yeast TOR pathway LAP4-GFP modulation; S. cerevisiae LAP4-GFP multiplex, flow cytometry GFP, 3 h; median GFP as percent of DMSO wells; actives 0.34% (n = 320,000); AID 2023; GFP response vs DMSO, % at 10 µM;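 active = GFP response vs DMSO above a set limit, about the screen mean plus 3 SD, cut at about 150% in these data; inconclusive = under 70 cell events counted for the yeast strain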
# MEP2 TOR yeast: alters MEP2-GFP fluorescence in TOR pathway yeast screen. S. cerevisiae MEP2-GFP strain, flow cytometry GFP, 3 h; 100% = DMSO control level. GFP response vs DMSO, % at 10 µM. actives 0.51% (n = 330,000);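 active = GFP response versus DMSO above a set limit, roughly screen mean plus 3 SD, cut at about 180% in these data; inconclusive = fewer than 70 cells counted for a yeast strain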;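 note: median GFP fluorescence of the barcode-gated MEP2-GFP cells per well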
# EBNA-1 inh: blocks EBNA-1 binding to DNA; AID 1950; inhibition, % at 14.8 µM; EBNA-1 DNA binding, fluorescence polarization; actives 0.34% (n = 300,000); in the data active = inhibition above about 28%
# RPL19A-GFP yeast: alters RPL19A-GFP fluorescence in TOR pathway yeast screen; percent response vs DMSO, % at 10 µM; actives 0.3% (n = 330,000); AID 2025; S. cerevisiae RPL19A-GFP strain, flow cytometry, 3 h; stronger effect = lower value;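 active = percent response vs DMSO below 50%; inconclusive = fewer than 70 events counted for the yeast strain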;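 note: median channel GFP fluorescence of the barcoded RPL19A-GFP strain; ratio of sample median GFP to plate DMSO average so 100% = DMSO; lower means less RPL19A-GFP as with rapamycin TOR inhibition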
# ZTA DNA inh: blocks Epstein-Barr virus ZTA, an EBNA-1 counter-screen; inhibition, % at 11 µM; AID 2234; actives 0.15% (n = 320,000); ZTA-DNA binding, fluorescence polarization; P03206; in the data active = inhibition above about 33%
# proCasp7 act: activates human procaspase-7, counter-screen for procaspase-3 activators. AID 463210. actives 0.093% (n = 330,000). recombinant procaspase-7, Ac-DEVD-pNA absorbance 405 nm; D23A/D198A/D206A triple mutant, cannot self-cleave; scale: DMSO 0, 5 µM enzyme 100. activation, % at 8.5 µM;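 active = percent activation above the screen-wide mean plus 3 SD, cut at about 25% in these data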
#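 Assay system – Uncleavable procaspase-7 mutant enzyme · Quantity – 2 µM procaspase-7 mutant as dispensed · Times – 1 h preincubation, 2 h reaction · Dosing – single nominal 8.5 µM compound dose, 0.8% DMSO final · Buffer or medium – Zinc-free 50 mM HEPES buffer, pH 7.4, with NaCl and Triton X-100 · Detection – Epi-absorbance of released pNA at 405 nm, two timepoints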
# AHR activator: human AHR activation. AHR-responsive luciferase reporter cells, luminescence. actives 2.5% (n = 320,000). P35869. activation, % at 5 µM; in the data active = activation above about 47%;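 note: 0% = vehicle wells and 100% = reference agonist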
# Target sequence (P35869 whole entry, looked up): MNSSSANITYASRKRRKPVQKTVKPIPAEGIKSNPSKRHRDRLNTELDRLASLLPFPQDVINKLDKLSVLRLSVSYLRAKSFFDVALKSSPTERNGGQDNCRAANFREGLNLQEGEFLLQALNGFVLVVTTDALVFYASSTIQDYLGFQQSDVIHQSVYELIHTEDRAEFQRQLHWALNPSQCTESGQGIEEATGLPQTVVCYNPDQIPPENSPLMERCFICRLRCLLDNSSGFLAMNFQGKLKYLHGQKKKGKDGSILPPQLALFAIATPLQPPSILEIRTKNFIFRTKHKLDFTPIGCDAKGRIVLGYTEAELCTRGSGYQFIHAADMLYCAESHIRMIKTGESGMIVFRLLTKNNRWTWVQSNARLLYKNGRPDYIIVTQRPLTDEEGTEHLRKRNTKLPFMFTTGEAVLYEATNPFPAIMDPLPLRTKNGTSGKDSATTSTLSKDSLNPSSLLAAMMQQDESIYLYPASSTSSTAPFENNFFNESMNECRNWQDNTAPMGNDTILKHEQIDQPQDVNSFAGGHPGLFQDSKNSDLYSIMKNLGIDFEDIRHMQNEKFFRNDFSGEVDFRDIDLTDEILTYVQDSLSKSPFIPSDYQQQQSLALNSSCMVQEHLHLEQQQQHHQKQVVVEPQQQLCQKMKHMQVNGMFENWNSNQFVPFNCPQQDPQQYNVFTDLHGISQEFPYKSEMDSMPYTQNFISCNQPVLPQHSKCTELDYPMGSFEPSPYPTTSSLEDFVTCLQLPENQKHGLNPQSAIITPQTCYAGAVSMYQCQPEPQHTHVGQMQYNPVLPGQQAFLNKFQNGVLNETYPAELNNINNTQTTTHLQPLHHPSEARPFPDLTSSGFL
# procasp3 activ: activates human procaspase-3; P42574; recombinant procaspase-3 D3A, Ac-DEVD-pNA absorbance 405 nm; activation, % at 8.5 µM; actives 0.11% (n = 330,000); AID 463141;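 active = activation above the mean of all tested compounds plus 3 SD, cut at about 21% in these data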;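 note: 0% = DMSO alone and 100% = DMSO wells spiked with extra 5 µM PC-3 D3A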
# Target sequence (P42574 whole entry D9A/D28A/D175A): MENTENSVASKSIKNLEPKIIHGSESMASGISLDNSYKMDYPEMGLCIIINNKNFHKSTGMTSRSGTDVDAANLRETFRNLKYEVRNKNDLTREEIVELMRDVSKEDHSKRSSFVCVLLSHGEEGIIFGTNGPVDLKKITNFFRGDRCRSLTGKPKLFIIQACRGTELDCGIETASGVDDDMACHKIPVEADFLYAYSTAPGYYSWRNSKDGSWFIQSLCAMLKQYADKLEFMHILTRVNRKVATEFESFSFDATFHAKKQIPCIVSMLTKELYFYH
#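 Assay system: Autoprocessing-dead procaspase-3 D3A mutant enzyme; also added: Ac-DEVD-pNA; doses: one concentration, 8.5 µM nominal, 0.8% DMSO; times: 1 h compound preincubation, 2 h substrate hydrolysis at 25 °C; technique: 405 nm absorbance of p-nitroaniline, reads at 0 and 120 min; measure: % activation between DMSO and enzyme-spiked controls; repeats: single replicate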
# Numbers without * were called inactive; ? = inconclusive; nt = no result given.
SMILES,LAP4-GFP MLPCN,MEP2 TOR yeast,EBNA-1 inh,RPL19A-GFP yeast,ZTA DNA inh,proCasp7 act,AHR activator,procasp3 activ
O=C(Nc1cccc(S(=O)(=O)N2CCCC2)c1)c1cccnc1,85.1,94.3,-5.9,77.2,-0.7,1.4,21.1,3.9
Cc1nn(-c2ccc(C(=O)Nc3nnc(C4CC4)s3)cc2)c(C)c1Cl,94.0,102.9,9.4,93.1,19.3,3.7,-3.5,-3.0
O=C(/C=C/c1cccs1)N1CCCC1,94.1,98.2,4.5,97.4,-8.6,12.4,-0.2,-2.9
CCOC(=O)CN(C(=O)c1snc(C(N)=O)c1N)C(C(=O)NC1CCCCC1)c1ccc(F)cc1 (stereo not given),101.1,113.4,1.5,102.0,2.1,-2.4,0.7,2.0
O=C(OCC(=O)N1CCCC1)c1ccccc1O,94.0,102.0,14.8,107.3,0.3,-5.4,-1.5,4.5
CC(CN1CCOCC1)OC(=O)c1cccc(Cl)c1 (stereo not given),82.4,98.3,-14.7,105.4,-1.6,10.2,-0.9,9.1
Cc1ccc2c(c1)cc(CN(Cc1cccnc1)C(=O)NCc1ccccc1)c1nnnn12,102.4,102.5,-9.8,99.5,20.0,0.6,0.3,3.9
Cc1cc(N2C(=O)[C@@H]3[C@H](C2=O)[C@@H]2C[C@H]3C(Br)C2Br)no1 (stereo not given in full),104.3,99.8,1.4,101.7,8.1,1.9,-0.9,10.0
O=C(NCC(=O)N(c1cccnc1)C(C(=O)NC1CCCC1)c1ccco1)c1cccs1 (stereo not given),?,?,-2.7,?,-0.4,-9.7,-1.1,9.2
CC(C)Sc1n[nH]c(=O)n1-c1cccc(C(F)(F)F)c1,103.1,89.8,0.6,95.5,1.9,10.1,0.0,-3.4
O=C(COC(=O)/C=C/c1ccc(C(F)(F)F)cc1)NC(=O)NCc1ccco1,100.1,96.3,nt,94.1,-12.3,4.0,-0.2,6.1
CCCCNC(=O)OCCNC(=O)Oc1cccc(C)c1,104.8,108.5,2.1,102.7,-12.4,2.6,5.1,6.7
CCc1ccc(Nc2nnc(SCn3nnc4ccccc4c3=O)s2)cc1,82.5,90.3,-15.3,92.0,2.9,6.5,14.1,-5.9
CCN1CCCC(OC(=O)c2cc(-c3ccccc3Cl)nc3ccccc23)C1 (stereo not given),93.3,106.7,-5.2,108.1,4.6,5.5,-2.3,3.5
CC(C)NS(=O)(=O)c1ccc(NCCCn2ccnc2)c([N+](=O)[O-])c1,100.9,103.4,-6.0,101.8,-15.4,-11.4,1.1,2.2
O=C(N/N=C1/CCSC1)c1cc(Br)ccc1O,99.3,98.4,0.4,98.1,-3.9,-4.4,9.9,-7.6
COc1ccc(C(=O)NN2C(=O)C3C4C=CC(O4)C3C2=O)cc1 (stereo not given),98.1,102.3,1.6,103.7,-9.3,-32.9,0.1,-21.8
CCC(=O)Nc1nc(-c2ccc3c(c2)CC(C)N3S(C)(=O)=O)cs1 (stereo not given),103.7,97.5,4.9,99.1,-1.1,-4.4,3.7,0.1
C=CCn1c(=NC(=O)c2cccs2)sc2cccc(OC)c21,105.5,100.5,2.0,97.1,-0.7,4.2,12.0,2.6
COc1ccc(S(=O)(=O)N(CC(=O)NCc2ccco2)c2ccc(C)cc2)cc1OC,100.0,109.7,-6.8,100.2,-0.4,-0.5,0.2,-2.8
O=C(Nc1cccc([N+](=O)[O-])c1)C1C2CC/C=C\CCC21 (stereo not given),106.2,94.9,-10.6,97.6,-3.9,4.4,-0.8,2.9
CCN1CC(CN(C)Cc2cn(-c3ccc(C)cc3)nc2-c2ccc(F)cc2)CC1=O (stereo not given),103.5,98.5,-2.2,95.5,0.8,-0.3,3.6,4.3
[O-][n+]1ccccc1SC/C=C/c1ccccc1,98.5,103.9,5.1,103.4,-0.3,0.2,1.7,3.0
CN(C)c1ccc(NC(=O)CN2CCC(O)(c3ccccc3)CC2)cc1,99.9,96.6,-9.5,96.1,-6.4,-0.8,7.3,-6.9
Cc1occc1-c1nnc(SCC(N)=O)o1,113.6,95.1,-2.2,97.6,3.7,-1.1,0.5,5.7
# Other results follow:
SMILES,LAP4-GFP MLPCN,MEP2 TOR yeast,EBNA-1 inh,RPL19A-GFP yeast,ZTA DNA inh,proCasp7 act,AHR activator,procasp3 activ
CCOC(=O)c1sc(N(C)C)nc1-c1ccccc1,104.1,98.7,4.3,105.8,-8.2,-18.2,2.4,-12.7
CC1(C)CC(CC(=O)NC(=S)Nc2ccc([N+](=O)[O-])cc2)C(=O)O1 (stereo not given),103.5,108.1,-13.2,101.0,-1.8,4.7,2.4,-2.8
COc1ccccc1C(=O)Nc1cc(Cl)ccc1O,107.2,107.3,19.1,95.0,-12.7,7.4,34.7,4.1
COc1ccc(Cc2nnc(SCC(=O)c3ccc(OC)cc3)o2)cc1,101.3,104.4,-2.3,97.7,1.5,-1.5,-0.4,7.5
O=C(O)CCN1CCc2ccccc21,77.6,84.5,0.1,89.3,7.1,12.6,7.8,4.9
Cc1cc(NC(=O)CSc2[nH]c(=O)cc(C(F)(F)F)c2C#N)no1,102.3,100.7,nt,99.0,-6.6,4.6,3.9,-10.1
COc1ccc(NC(=O)CN(C)CC(=O)N2CC(=O)Nc3ccccc32)cc1,115.6,109.1,nt,106.2,nt,0.0,18.2,-3.8
CCCOc1ccc(-c2c(C(=O)N/N=C/c3ccccc3)nnn2-c2nonc2N)cc1,105.7,101.1,13.2,98.7,2.7,8.2,1.4,3.9
CC1CCCN(c2ccc(N)cc2C(N)=O)C1 (stereo not given),88.8,101.0,12.9,102.0,2.5,6.3,1.0,-1.1
COc1ccc(S(=O)(=O)N2CCCc3ccccc32)cc1OC,125.1,91.7,2.4,95.4,4.9,-1.5,4.2,6.5
NS(=O)(=O)c1ccc(NC(=O)CSc2nnc(Cc3cccs3)n2-c2ccccc2)cc1,88.3,89.0,2.7,89.4,-1.3,-3.5,-0.3,4.2
O=[N+]([O-])c1ccc(CSc2nnc(Cc3ccccc3)n2-c2ccc(F)cc2)cc1,102.3,105.7,9.1,103.9,-3.4,3.9,0.2,0.6
CC(C)(C)N/N=C1\CC(c2ccccc2)Oc2ccccc21 (stereo not given),92.5,107.7,14.2,103.4,3.4,-9.7,4.9,3.3
Clc1ccc(SCc2csc(N3CCOCC3)n2)cc1,122.0,89.9,4.8,96.6,3.7,8.7,-3.1,2.2
Clc1ccc(OCCn2ccnc2)c(Cl)c1,114.4,110.8,11.6,111.8,-5.3,0.0,25.2,10.4
COCC(=O)N(Cc1cc2cc(OC)ccc2[nH]c1=O)c1ccccc1,101.2,103.3,-4.6,99.7,15.9,4.4,0.9,2.3
COc1ccccc1NC(=O)Cc1noc(CSc2nnc(C)n2C)n1,94.9,102.7,-9.1,102.0,-29.5,-2.4,3.6,-5.2
O=C(CCl)c1ccc2c(c1)CCN2C(=O)C1CC1,159.4*,94.6,-6.5,102.6,-5.0,-19.9,-3.5,-0.9
Cc1cc(C)cc(NC(=O)CSc2nnc(-c3ccncc3)o2)c1,111.3,94.9,-12.3,95.9,0.0,4.3,6.3,0.5
Nc1cc2c(cc1Cl)N(Cc1ccccc1)C(=O)CO2,98.9,100.5,nt,99.3,5.0,3.3,6.4,-4.0
CCOc1ccc(NC(=O)N(CC(C)C)CC(C)C)cc1,96.8,100.9,-6.0,102.4,-10.0,4.9,3.2,10.8
CCOC(=O)N1CCC(N2C(=O)c3ccccc3C2Nc2ccc3c(c2)OCCO3)CC1 (stereo not given),102.8,102.9,-1.5,97.2,7.5,5.0,0.1,-5.2
N=c1nc(N)nc2n1NC(c1ccc(F)cc1)=CS2,108.9,109.1,13.3,88.2,-8.4,-7.9,6.0,-2.1
Cc1ccc(SCC(=O)Nc2cccc(C)c2)cc1,141.2,92.8,12.6,103.1,4.7,9.6,0.6,1.3
COc1ccc(/C=C(\NC(=O)c2ccc(Cl)cc2)C(=O)NCCCn2ccnc2)cc1OC,96.8,103.2,-10.1,100.3,-2.8,1.1,5.0,4.5

# Sorted by value in LAP4-GFP MLPCN (falling): some entries from above
molecule	LAP4-GFP MLPCN	MEP2 TOR yeast	EBNA-1 inh	RPL19A-GFP yeast	AHR activator	procasp3 activ
O=C(CCl)c1ccc2c(c1)CCN2C(=O)C1CC1	159.4*	94.6	-6.5	102.6	-3.5	-0.9
COc1ccccc1C(=O)Nc1cc(Cl)ccc1O	107.2	107.3	19.1	95.0	34.7	4.1
O=[N+]([O-])c1ccc(CSc2nnc(Cc3ccccc3)n2-c2ccc(F)cc2)cc1	102.3	105.7	9.1	103.9	0.2	0.6

# Some of these compounds in order of number of heavy atoms, descending.
SMILES,LAP4-GFP MLPCN,MEP2 TOR yeast,EBNA-1 inh,RPL19A-GFP yeast,ZTA DNA inh,proCasp7 act,AHR activator,procasp3 activ
Cc1ccc2c(c1)cc(CN(Cc1cccnc1)C(=O)NCc1ccccc1)c1nnnn12,102.4,102.5,-9.8,99.5,20.0,0.6,0.3,3.9
CC(C)(C)N/N=C1\CC(c2ccccc2)Oc2ccccc21 (stereo not given),92.5,107.7,14.2,103.4,3.4,-9.7,4.9,3.3
O=C(CCl)c1ccc2c(c1)CCN2C(=O)C1CC1,159.4*,94.6,-6.5,102.6,-5.0,-19.9,-3.5,-0.9

# (more compounds)
SMILES,LAP4-GFP MLPCN,MEP2 TOR yeast,EBNA-1 inh,RPL19A-GFP yeast,ZTA DNA inh,proCasp7 act,AHR activator,procasp3 activ
Cc1ccc(-c2nnc(/C=C/c3ccccc3)o2)cc1,89.2,100.5,-3.8,99.3,13.1,9.8,8.0,2.5
CCOC(=O)c1ccc(NC(=S)NN)cc1,103.9,100.6,-1.8,115.8,-10.0,-8.3,5.2,-12.9
O=C(CN1CCC(n2nnc3cc(F)ccc32)CC1)Nc1ccc2c(c1)CCC2,100.7,98.8,10.1,95.1,12.7,13.0,3.0,4.1
O=C(NCc1ccccc1)C(c1ccncc1)N(C(=O)c1csnn1)c1ccccc1F (stereo not given),105.3,98.9,6.8,101.6,-12.0,1.6,0.9,6.0
CCn1c(SCC(=O)N2CCCc3ccccc32)nnc1-c1cccs1,94.6,97.6,7.9,97.4,9.0,6.9,-2.4,-5.3
C=CCn1c(=O)/c(=C/c2ccc(O)cc2)s/c1=C(/C#N)c1nnc2n1CCCCC2,84.6,93.0,0.0,93.1,-0.4,-16.2,-2.0,-12.8
C/C(=N\OCc1ccc(C#N)cc1)c1ccc(S(=O)(=O)N(C)C)cc1,104.4,107.9,-1.3,102.1,9.0,-0.3,-2.6,-6.4
CCCN1CNC(=S)N(c2cccc(C)c2)C1,108.6,100.4,-9.7,100.3,-10.0,7.6,1.2,-2.7
Cc1ccc(C(=O)N2CCN(CCNC(=O)C(=O)NC(C)C)CC2)cc1,97.6,100.6,-16.8,96.5,2.8,1.2,2.9,-6.1
NC(=O)CCN1CCCCC1,100.6,91.3,-5.6,98.5,-12.6,16.4,1.7,7.5
CC(C)[C@H](NC(=O)NCc1cccs1)C(=O)O,96.5,89.5,-5.1,100.7,0.9,-5.0,-0.2,1.9
CN1CCC(N(C)S(=O)(=O)c2ccc(NC(=O)Cc3ccc(F)cc3)cc2)CC1,102.7,108.7,nt,100.5,4.7,6.1,-2.1,-2.2
O=C(NNS(=O)(=O)c1ccc(Cl)cc1)NC1CCCCC1,100.1,101.6,7.9,99.7,4.1,4.5,-2.4,-0.9
Cc1ccc(-n2ncc3c(SCc4ccccc4)ncnc32)cc1,106.9,92.8,8.3,96.3,9.1,8.3,-1.9,4.2

# Screens as filed in PubChem BioAssay.
